RGS4-Gao reg – modulates binding of RGS4 to human Galphao | Multiplexed bead flow cytometry; actives lie on both sides | binding response (% of control), % at 10 µM | 220,000 tested, 0.33% active; in the data active = binding response below about 49% or above about 150%; inactive = in between;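 also: fluorescent Galphao activated with aluminum fluoride binding bead-coupled RGS4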
Bim-Mcl-1 – inhibitors of Bim-Mcl-1 interaction, human | Q07820 | Bead-based flow cytometry, Bim peptide-Mcl-1 binding | inhibition, % at 10 µM | 190,000 tested, 0.1% active; in the data active = inhibition above about 40%;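 also: 0% = no compound tracer wells and 100% = peptide blocker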
Target sequence (Q07820 whole entry, looked up): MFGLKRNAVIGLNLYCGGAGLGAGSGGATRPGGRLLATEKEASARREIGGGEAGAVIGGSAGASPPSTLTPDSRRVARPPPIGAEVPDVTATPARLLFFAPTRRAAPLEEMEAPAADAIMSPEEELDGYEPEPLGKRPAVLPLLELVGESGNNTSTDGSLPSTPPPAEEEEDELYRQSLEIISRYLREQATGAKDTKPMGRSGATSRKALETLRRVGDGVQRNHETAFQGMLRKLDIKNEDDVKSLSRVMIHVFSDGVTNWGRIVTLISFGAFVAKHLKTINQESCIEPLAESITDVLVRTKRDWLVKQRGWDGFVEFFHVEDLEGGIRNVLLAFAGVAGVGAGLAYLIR
ABCG2 block – blocks JC-1 efflux by human ABCG2 transporter; Q9UNQ0; IgMXP3 cells, flow cytometry; inhibition, % at 6.6 µM; 190,000 tested, 0.1% active; AID 1325;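 active = inhibition above 80%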;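 also: 0% = DMSO and 100% = nicardipine control wells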
Target sequence (Q9UNQ0 whole entry, looked up): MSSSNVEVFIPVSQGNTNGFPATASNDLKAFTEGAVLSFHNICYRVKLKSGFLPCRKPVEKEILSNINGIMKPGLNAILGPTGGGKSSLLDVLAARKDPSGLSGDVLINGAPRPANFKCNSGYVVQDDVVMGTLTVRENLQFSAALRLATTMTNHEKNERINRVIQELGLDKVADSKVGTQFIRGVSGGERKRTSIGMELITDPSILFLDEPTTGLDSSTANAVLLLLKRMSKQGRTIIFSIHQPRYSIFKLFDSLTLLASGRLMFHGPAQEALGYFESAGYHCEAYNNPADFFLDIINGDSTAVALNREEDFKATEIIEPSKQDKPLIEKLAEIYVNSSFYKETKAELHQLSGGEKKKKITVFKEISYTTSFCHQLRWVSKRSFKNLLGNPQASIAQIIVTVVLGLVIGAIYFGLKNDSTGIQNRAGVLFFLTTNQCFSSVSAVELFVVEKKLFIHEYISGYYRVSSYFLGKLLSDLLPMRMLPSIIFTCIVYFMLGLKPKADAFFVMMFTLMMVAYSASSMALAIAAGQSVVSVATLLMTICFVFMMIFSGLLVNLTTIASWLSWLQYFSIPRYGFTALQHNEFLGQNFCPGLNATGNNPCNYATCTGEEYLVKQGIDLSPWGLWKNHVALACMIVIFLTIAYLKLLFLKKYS
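Incubation: cells with compound and JC-1, 10 min at 25 °C, rotating, no wash / Test system: IgMXP3 (ABCG2) plus far-red-tagged CCRF-Adr (ABCB1) cells / Compound dosing: one concentration, 6.6 µM final / Also added: JC-1 fluorescent substrate / Evaluation: efflux inhibition in percent versus controls / Detection: flow cytometry, 530 nm JC-1 signal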
Mcl1-Bid inh – disrupts binding of human Mcl-1 to Bid peptide. Q07820. TR-FRET Mcl-1/Bid-Dy647 peptide binding, 1536-well. inhibition, % at 21.7 µM. 220,000 tested, 0.97% active. AID 1021;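 active = compounds that cut the binding signal by more than half at the single screening dose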;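 also: His-tagged Mcl-1 with europium anti-His antibody binding Bid BH3 peptide; 0% = Mcl-1 plus peptide wells and 100% = peptide-only wells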
ABCB1 block – inhibitors of human ABCB1 transporter, ABCG2 counter-screen | inhibition, % at 6.6 µM | AID 1326 | 190,000 tested, 0.067% active | P08183 | CCRF-Adr cells, JC-1 efflux, flow cytometry; in the data active = inhibition above about 40%;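 also: 0% = vehicle and 100% = reference inhibitor; higher value means more JC-1 retained so stronger ABCB1 efflux block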
Avidin fluor – compound fluoresces at 488/530 nm on avidin beads; fluorescence (KMESF) at 10 µM; compound fluorescence 488/530 nm, flow cytometry; hits give high values; AID 1775; 220,000 tested, 0.38% active; in the data active = fluorescence above about 47; also: inactives centre near 10
Pf gametocyte – kills late stage P. falciparum gametocytes | P. falciparum stage V gametocytes, ATP luminescence, 24 h | inhibition, % at 10.9 µM | 150,000 tested, 0.065% active | AID 743093;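 active = inhibition above the mean plus 3 SD of compounds within the control limits, set per campaign, cut at about 38% in these data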;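 also: 0% = DMSO wells and 100% = medium only without gametocytes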
RGS7-Gao reg – regulators of human RGS7-Galphao interaction. P09471. Multiplexed bead flow cytometry, RGS7-Galphao binding; actives lie on both sides. binding response (% of control), % at 10 µM. 220,000 tested, 0.35% active; in the data active = binding response below about 49% or above about 150%; inconclusive = no clear call, values can overlap the other calls; inactive = in between;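 also: fluorescent Galphao held in activated GDP-AlF4 state binding bead-coupled RGS7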
Mcl1-Noxa inh – Mcl-1/Noxa interaction inhibition | TR-FRET Mcl-1/Noxa peptide binding, 2 h | 220,000 tested, 1.5% active | inhibition, % at 21.7 µM | AID 1022;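 active = compounds that cut the protein-peptide binding signal by more than 50% relative to plate controls in a single-dose test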;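 also: His-tagged Mcl-1 with rhodamine Noxa BH3 peptide and terbium anti-His antibody; 0% = Mcl-1 plus Noxa peptide wells and 100% = peptide-only wells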
GSH bead fluor – compound fluoresces at 488/530 nm on GSH beads | fluorescence (KMESF) at 10 µM | 190,000 tested, 0.25% active | GSH beads flow cytometry, compound fluorescence 488/530 nm; hits give high values; in the data active = fluorescence above about 89;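 also: glutathione beads carrying GST-tagged Bcl family fusion proteins plus one bare bead set; values are compound well signal with DMSO vehicle wells as background; inactives centre near 16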
RGS8-Gao reg – regulators of human RGS8-Galphao interaction | AID 1423 | multiplexed bead flow cytometry, RGS8-Galphao binding; actives lie on both sides | response (percent of control binding), % at 10 µM | 220,000 tested, 0.34% active | P09471; in the data active = response below about 60% or above about 140%; inactive = in between;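 also: Galphao activated as the GDP aluminium fluoride complex binding bead-coupled RGS8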
Active calls of the source: *; ? = inconclusive; . = not tested or not shown.

Sample of the layout (2 entries):
SMILES | RGS4-Gao reg | Bim-Mcl-1 | ABCG2 block | Mcl1-Bid inh | ABCB1 block | Avidin fluor | Pf gametocyte | RGS7-Gao reg | Mcl1-Noxa inh | GSH bead fluor | RGS8-Gao reg
CC1(C)CC[C@]2(C(=O)O)CC[C@]3(C)C(=CC[C@@H]4[C@@]5(C)CC[C@H](O)C(C)(C)[C@@H]5CC[C@]43C)[C@@H]2C1 | 112.9 | . | . | -33.4 | . | 9 | . | ? | 5.3 | . | 104.1
CCCn1c(=N)n(CCOc2ccc(OC)cc2)c2ccccc21 | 101.2 | 0.0 | 3.5 | 6.6 | 0.0 | 15 | -13.1 | 98.2 | 3.6 | 35 | 99.8

Main list (from the top)
SMILES | RGS4-Gao reg | Bim-Mcl-1 | ABCG2 block | Mcl1-Bid inh | ABCB1 block | Avidin fluor | Pf gametocyte | RGS7-Gao reg | Mcl1-Noxa inh | GSH bead fluor | RGS8-Gao reg
CC1(C)CC[C@]2(C(=O)O)CC[C@]3(C)C(=CC[C@@H]4[C@@]5(C)CC[C@H](O)C(C)(C)[C@@H]5CC[C@]43C)[C@@H]2C1 | 112.9 | . | . | -33.4 | . | 9 | . | ? | 5.3 | . | 104.1
CCCn1c(=N)n(CCOc2ccc(OC)cc2)c2ccccc21 | 101.2 | 0.0 | 3.5 | 6.6 | 0.0 | 15 | -13.1 | 98.2 | 3.6 | 35 | 99.8
O=C(CO)N/N=C/c1cccc(Cl)c1Cl | 95.9 | -1.0 | 1.4 | -2.4 | 0.4 | 3 | 8.4 | 97.6 | 10.9 | 7 | 98.7
CCOC(=O)N1CCN(C(c2ccc(C(C)C)cc2)c2sc3nc(C)nn3c2O)CC1 (stereo not given) | 100.6 | 0.0 | 2.6 | -0.8 | 0.3 | 8 | . | 100.5 | 2.1 | 21 | 102.1
O=C(O)CC12CC3CC(C1)CC(n1ncc(NCc4ccc(F)cc4Cl)c(Cl)c1=O)(C3)C2 | 79.9 | 2.0 | 15.2 | -12.3 | 1.8 | 8 | 26.0 | 80.2 | -5.1 | 11 | 86.4
CN(C)C(=O)/C(=C/c1cn(-c2ccccc2)nc1-c1cccc([N+](=O)[O-])c1)NC(=O)c1ccccc1 | 99.5 | -3.0 | 66.7 | 1.6 | 5.3 | 23 | 0.8 | 98.1 | 9.5 | 11 | 101.2
S=c1[nH]nc(CSCCOc2ccccc2)o1 | 101.6 | . | . | -27.2 | . | 7 | -17.7 | ? | 9.8 | . | 99.8
CCc1nc(SCC(=O)NCCc2ccccc2)c2oc3ccccc3c2n1 | 98.6 | -3.0 | 2.1 | 5.3 | 0.5 | 34 | -34.9 | 97.7 | -42.9 | 27 | 99.7
O=C(c1[nH]ncc1-c1ccc(Cl)cc1)C1CO1 (stereo not given) | 100.7 | . | . | -6.6 | . | 3 | -9.9 | ? | 13.9 | . | 100.9
Cc1cc(C)c(NC(=O)COC(=O)c2cccc3c2C(=O)c2ccccc2C3=O)c(C)c1 | 102.7 | 4.0 | 4.0 | -2.9 | 1.3 | 10 | . | 99.5 | 4.1 | 11 | 102.7
Cc1ccc(-n2nnc3c(=O)n(CC(=O)N4CCOCC4)cnc32)cc1 | 98.7 | -1.0 | -0.4 | -7.6 | -0.1 | 6 | . | 101.3 | 8.0 | 15 | 100.5
CCc1nc2c(c(=O)c3ccccc3n2C)c(=O)n1CCc1ccc(OC)cc1 | 99.9 | -6.0 | 18.9 | -1.6 | 4.0 | 15 | . | 100.7 | 18.9 | 11 | 91.8
O=C1NN=C(c2ccccc2)CC1c1ccc(Cl)cc1Cl (stereo not given) | 95.7 | -1.0 | 2.0 | -2.9 | 0.9 | 25 | -31.9 | 96.5 | 21.7 | 12 | 99.2
CN(C)S(=O)(=O)c1ccc(N)c([N+](=O)[O-])c1 | 98.7 | . | . | -14.9 | . | 4 | . | ? | 2.5 | . | 100.7
Cc1nc(NC(=O)c2cccc(Cl)c2)sc1-c1csc(Nc2cccc(Cl)c2)n1 | 112.4 | 0.0 | -1.3 | -5.3 | -0.5 | 15 | . | 117.6 | 23.5 | 21 | 107.3
C/C(=N\O)c1c(O)cc(-c2ccccc2)n(-c2ccccc2)c1=O | 98.0 | . | . | -3.1 | . | 7 | -12.5 | ? | -0.7 | . | 103.7
COC(Cc1n[nH]c(=S)n1-c1ccc(Cl)cc1)OC | 103.9 | 0.0 | 0.4 | -29.9 | 0.2 | 24 | 8.7 | 99.7 | -5.1 | 12 | 102.9
COc1ccc(-c2cc(=O)c3ccccc3n2C)cc1 | 97.2 | -31.0 | 1.1 | 2.7 | 0.5 | 6 | -9.0 | 96.3 | -5.7 | 42 | 102.1
N#Cc1ccc(OCCOCCNC2CCCC2)cc1 | 100.6 | 0.0 | -0.5 | -4.0 | 0.1 | 3 | . | 100.2 | 16.5 | 7 | 103.0
COc1ccc(C(=O)OC/C(O)=C(\C#N)c2nc3ccccc3[nH]2)cc1S(=O)(=O)N1CCOCC1 | 94.0 | 2.0 | -3.0 | -56.1 | -1.0 | 4 | -1.0 | 95.3 | 45.0 | 12 | 102.0
CN1/C(=C\C=N\NC(=O)c2ccccc2Br)C(C)(C)c2ccccc21 | 100.2 | -20.0 | 3.5 | -34.3 | 4.4 | 8 | -15.6 | 91.2 | 3.9 | 18 | 76.0
Cc1[nH]c2ccccc2c1C(=O)COC(=O)c1c(-c2c(F)cccc2Cl)noc1C | 103.4 | 33.0 | -0.5 | 6.7 | -0.7 | 9 | -17.4 | 99.7 | 20.9 | 11 | 105.2
COc1ccc(CCC(=O)NCc2cn3ccccc3n2)cc1 | 104.6 | . | . | -40.4 | . | 8 | -1.2 | ? | -29.4 | . | 101.2
N#Cc1ccc(NC(=O)Nc2cccc(C#N)c2)cc1 | 90.2 | . | . | -0.2 | . | 5 | . | ? | 30.8 | . | 95.6
COc1cccc(-n2nnnc2SCC(=O)Nc2nc3c(s2)CCCC3)c1 | 104.0 | -4.0 | 6.3 | -28.7 | 0.2 | 5 | . | 102.2 | -25.2 | 18 | 102.4
CCCCOC(=O)C1[C@H]2C(=O)N(Cc3cccs3)C[C@]23C=C[C@H]1O3 (stereo not given in full) | 99.6 | -4.0 | 3.4 | -13.6 | 0.5 | 13 | 6.3 | 100.5 | 20.1 | 30 | 99.4
CCCCn1c(=N)n(CC(O)COc2ccccc2)c2ccccc21 (stereo not given) | 105.6 | -1.0 | 1.3 | -14.1 | 0.6 | 26 | 21.9 | 102.9 | 17.4 | 11 | 104.4
CC(NS(=O)(=O)c1ccccc1)c1n[nH]c(=S)n1-c1ccccc1 (stereo not given) | 100.4 | . | . | -59.0 | . | 3 | -5.3 | ? | -0.4 | . | 97.6
COC(=O)c1ccc(S(=O)(=O)c2ccc(C(=O)OC)s2)s1 | 95.9 | -1.0 | 5.8 | -1.9 | 0.6 | 39 | -9.6 | 89.1 | -0.8 | 21 | 101.6
CCC1Oc2ccc(C)cc2N(CC(=O)N(Cc2cccnc2)Cc2cccc(F)c2)C1=O (stereo not given) | 101.7 | -6.0 | 8.9 | 2.6 | 3.4 | 27 | -5.8 | 99.4 | 3.5 | 12 | 99.3
CCCCCCNC1=NCCS1 | 101.4 | -1.0 | -1.1 | -9.4 | -0.3 | 13 | 7.7 | 101.5 | 12.3 | 75 | 103.1
CCOc1ccc(NC(=O)CCSc2nnc(C)s2)cc1 | 99.4 | 1.0 | 2.9 | 12.6 | 0.3 | 3 | . | 98.2 | 7.3 | 23 | 101.7
O=C(NCc1ccccc1)NC1(C(=O)N2CCN(c3ncccn3)CC2)CCCCC1 | 99.2 | 0.0 | 0.5 | -6.8 | 0.2 | 14 | . | 95.2 | 2.5 | 37 | 99.1
Cc1c(Br)c([N+](=O)[O-])nn1C(C)C(=O)NCc1ccco1 (stereo not given) | 100.0 | 8.0 | 12.7 | -14.2 | 0.7 | 5 | . | 104.9 | 1.4 | 10 | 101.6
CC(=O)N1N=C(c2ccc(C)cc2)OC1c1ccc(C)cc1 (stereo not given) | 101.7 | 1.0 | 1.2 | 4.4 | 0.9 | 9 | -4.6 | 101.8 | 24.0 | 41 | 102.3
CC(C)CCN(C(=O)CNC(=O)c1cccs1)C(C(=O)NC1CCCCC1)c1cccnc1 (stereo not given) | 100.3 | . | . | -28.4 | . | . | -22.3 | ? | 4.4 | . | 100.0
CC(=O)c1ccc(NC(=O)c2ccc3c(Cl)c4c(nc3c2)CCCC4)cc1 | 127.7 | -4.0 | -3.1 | 21.1 | -0.7 | 15 | . | 128.5 | -8.9 | 9 | 111.2
O=C(COc1ccc2ccccc2c1)NN1C(=O)c2ccccc2C1=O | 104.9 | -4.0 | 3.5 | -12.1 | . | 16 | . | 101.3 | 13.4 | 10 | 101.3
Cc1nc(N2CCN(c3ccccc3)CC2)nc2c1C(=O)CCC2 | 102.1 | 2.0 | 1.9 | -18.9 | 0.5 | 16 | 17.5 | 100.5 | -9.8 | 16 | 101.2
Cc1cc[n+](C(C)C(=O)c2ccc(-c3ccccc3)cc2)cc1 (stereo not given) | 101.5 | -1.0 | 1.1 | 2.4 | -0.1 | 9 | 3.2 | 100.2 | 14.0 | 15 | 99.5
Cc1ccc2nc(-c3cccnc3)oc2c1 | 98.7 | -1.0 | 5.5 | -3.9 | 0.1 | 10 | -5.5 | 97.4 | 9.2 | 11 | 99.1
O=C(C1COc2ccccc2O1)N1CCn2c(nc3ccccc32)C1 (stereo not given) | 99.8 | -1.0 | 1.2 | -9.3 | 0.3 | 8 | . | 101.9 | 16.6 | 23 | 102.2
O=S(=O)(c1cccc(F)c1)N1CCCN(c2ccc(C(F)(F)F)cn2)CC1 | 107.0 | . | . | -3.8 | . | 8 | -33.6 | ? | -8.7 | . | 102.2
Cc1ccccc1C(=O)Oc1ccccc1C(=O)N1CCOCC1 | 101.9 | 3.0 | 5.3 | -5.6 | 1.5 | 4 | . | 99.2 | -2.2 | 15 | 100.5
CCC(=O)N1CCc2cc(S(=O)(=O)NC(C(=O)NCc3ccc(F)cc3)C(C)C)ccc21 (stereo not given) | 102.7 | -3.0 | 8.4 | -23.1 | 1.2 | 12 | 4.7 | 99.2 | 18.3 | 14 | 102.3
O=C(O)c1cc(C(F)(F)F)nc2ccccc12 | 80.2 | 1.0 | 9.8 | 15.2 | 3.2 | 3 | 6.1 | 68.3 | 32.2 | 17 | 63.6
CCNC(=S)N/N=C/c1cn(Cc2ccc(F)cc2)c2ccccc12 | 99.7 | -6.0 | 17.2 | -82.6 | 1.0 | 9 | 6.0 | 101.1 | -32.0 | 11 | 98.8
CCCCOCCCNC(=S)Nc1ccc(S(=O)(=O)N2CCOCC2)cc1 | 97.5 | . | . | -46.4 | . | 3 | 6.8 | ? | 8.9 | . | 98.0
CCCc1[nH][nH]c(=O)c1C(c1cccc(Cl)c1)C(C#N)C#N (stereo not given) | 98.5 | -5.0 | 2.4 | 2.9 | -0.3 | 4 | -0.4 | 95.0 | 16.4 | 46 | 97.2

High-throughput results as filed in PubChem.

This is a random part of the collection. Share with any hit: about 3.3%.
